Tat transport = E. coli Tat export inhibitors, primary screen, MC4100, TorA-mCherry reporter, fluorescence, single point | 0.036% of 340,000 active | inhibition, % at 10 µM | AID 488895, 2010;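 active = mean replicate inhibition at least 50% and at least half of replicates individually reaching 50%; inconclusive = only one of the two criteria met; inactive = neither criterion met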;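 also: exported cargo escapes ClpAP degradation while cytoplasmic cargo is degraded and loses fluorescence; 0% = median of neutral control wells and 100% = median of NaSCN control wells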
CAL PDZ FP-1 = untagged CAL PDZ binding inhibitors, primary screen, biochemical, fluorescence polarization, HTS; Golgi-associated PDZ and coiled-coil motif-containing protein (Homo sapiens), Q9HD26; AID 602252, 2012; purified CAL PDZ, TMR-peptide fluorescence polarization, 1 h; 0.92% of 300,000 active; inhibition, % at 24.9 µM;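 active = mean inhibition of at least 30% with at least half of replicates also reaching 30%; inconclusive = no clear call, values can overlap the other calls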;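 also: 0% = DMSO neutral control and 100% = excess unlabeled competitor peptide PRC23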
AddAB inh = growth inhibition of E. coli expressing H. pylori AddAB, primary screen, AddAB inhibitor project, absorbance | 0.29% of 330,000 active | inhibition, % at 11.9 µM; in the data active = inhibition above about 12%;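 also: 0% = vehicle wells of infected cells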
phage Ecoli inh = growth loss of phage-infected E. coli, primary screen, RecBCD inhibitor project, absorbance, with phage, HTS | 0.26% of 360,000 active | inhibition, % at 11.9 µM; in the data active = inhibition above about 11%
Wnt act = Wnt/beta-catenin pathway activators, primary screen, cell-based, plate reader, single point; Wnt/beta-catenin reporter cell assay, activator; activation, % at 9.35 µM; 1.2% of 300,000 active; AID 743398, 2014; in the data active = activation above about 30%, passing the limit was not always enough; inconclusive = no clear call, values can overlap the other calls;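 also: 0% = neutral control wells and 100% = positive control wells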
SR-BI DiI-HDL act = activators of SR-BI mediated DiI-HDL uptake, primary screen, ldlA[mSR-BI] CHO cells, DiI fluorescence; 3 h; 100 = double the neutral-control signal; activation, % at 12.5 µM; 0.096% of 320,000 active; AID 504775, 2011;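 active = mean replicate activation of at least 60% and every replicate at or above 60%; inconclusive = mean or all-replicate condition met, but not both; inactive = mean below 60% and not all replicates reaching 60%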;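 also: 0% = median plate neutral-control signal and 100% = twice that signal; values of inactives mirror those of a sister screen read the other way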
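Assay system: LDL receptor-deficient CHO ldlA cells overexpressing murine SR-BI / Medium: BSA-supplemented, HEPES-buffered Ham's F12, pH 7.4 / Probe or stimulus: DiI-labelled HDL at 10 µg/mL final / Timing: compound with DiI-HDL co-incubation, 3 h at 37 °C / Technique: bottom-read cell fluorescence after medium removal, ex 550/em 595 nm / Measure: HDL uptake via cellular fluorescence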
CAL PDZ FP-2 = CAL PDZ peptide-binding inhibitors, primary screen, biochemical, fluorescence polarization, Cer-tagged CAL PDZ, HTS | 0.02% of 330,000 active | purified CAL PDZ, TMR-peptide fluorescence polarization, 1 h | Golgi-associated PDZ and coiled-coil motif-containing protein (Homo sapiens), Q9HD26 | inhibition, % at 20 µM | AID 504414, 2011;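 active = highest replicate inhibition of at least 40%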;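 also: plate controls were DMSO neutral control wells for no effect and unlabeled competitor peptide control wells for full effect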
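Material: tagged CAL PDZ protein CerCALP, purified; buffer or medium: sodium phosphate/NaCl buffer pH 7.4 with TCEP, IgG, Thesit; also added: fluorescent TMR peptide probe; schedule: 1 h incubation at room temperature before polarization reading; technique: fluorescence polarization from S- and P-plane intensities, G-factor corrected; control set: unlabelled peptide and DMSO controls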
SR-BI DiI inh = inhibitors of SR-BI mediated HDL lipid uptake, primary screen, ldlA[mSR-BI] cells, fluorescence, single point. Scavenger receptor class B member 1 (Mus musculus), Q61009. 0.96% of 320,000 active. inhibition, % at 12.5 µM. ldlA[mSR-BI] CHO cells, DiI-HDL uptake fluorescence, 3 h;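 active = mean replicate inhibition of at least 70% and a set share of replicates each scoring 70 or more; inconclusive = meets just one of the two criteria; inactive = fails both criteria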;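 also: 0% = median of neutral control wells and 100% = median of positive control wells; values of inactives mirror those of a sister screen read the other way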
Target sequence (Q61009 whole entry, looked up): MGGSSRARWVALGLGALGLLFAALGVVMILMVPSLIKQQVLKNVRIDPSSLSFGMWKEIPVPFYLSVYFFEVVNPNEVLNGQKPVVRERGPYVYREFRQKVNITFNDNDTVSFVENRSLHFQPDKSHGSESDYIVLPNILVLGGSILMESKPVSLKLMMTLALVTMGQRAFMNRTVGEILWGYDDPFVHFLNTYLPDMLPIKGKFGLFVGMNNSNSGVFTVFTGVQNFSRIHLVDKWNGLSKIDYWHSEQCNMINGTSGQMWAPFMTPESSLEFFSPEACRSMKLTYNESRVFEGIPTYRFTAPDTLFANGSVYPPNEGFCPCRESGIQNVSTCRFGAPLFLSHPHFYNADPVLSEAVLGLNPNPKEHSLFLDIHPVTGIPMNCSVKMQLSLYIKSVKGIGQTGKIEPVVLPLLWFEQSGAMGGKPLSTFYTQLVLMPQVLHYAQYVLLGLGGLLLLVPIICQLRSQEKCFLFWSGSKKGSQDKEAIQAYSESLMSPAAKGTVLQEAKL
Ecoli viability = E. coli V3065 growth inhibition, primary screen, counter-screen for AddAB inhibitor project, absorbance, OD600 | 18 h | inhibition, % at 11.9 µM | 0.27% of 330,000 active;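 active = inhibition above the campaign's mean inhibition across all tested compounds plus 3 SD, cut at about 9.9% in these data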;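 also: uninfected addAB+ strain grown without phage in ampicillin broth; 0% = DMSO wells and 100% = ciprofloxacin 0.95 µg/ml wells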
MITF act = activators of MITF-driven TRPM1 promoter reporter, primary screen, cell-based, SK-MEL-5, luciferase, single point; SK-MEL-5 TRPM1-promoter luciferase, 24 h; % of positive control, neutral wells = 0; activation, % at 12.5 µM; 0.75% of 300,000 active; AID 588334, 2011;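 active = mean activation of at least 80% with every replicate also reaching 80%; inconclusive = mean reaches 80% but some replicate falls short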;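 also: 0% = neutral control wells and 100% = parthenolide positive control wells; values of inactives mirror those of a sister screen read the other way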
* hit, by the source's call; ? = inconclusive; · = no result given.

Every second line gives: Tat transport	CAL PDZ FP-1	AddAB inh	phage Ecoli inh	Wnt act	SR-BI DiI-HDL act	CAL PDZ FP-2	SR-BI DiI inh	Ecoli viability	MITF act
Cc1ccc(NC(=O)Cc2nnc(SCC(=O)Nc3nncs3)n2C)cc1
  -8	-3	2.6	3.8	0	·	-1.8	·	2.0	3
CCOc1ccccc1NCc1cc(=O)oc2cc(C)ccc12
  8	-2	5.2	0.6	2	-44	-2.4	44	0.1	-1
COc1ccc(C2CC(c3ccccc3)=NN2C(=O)COC(=O)COc2ccccc2)cc1 (stereo not drawn)
  3	-6	0.4	-1.4	0	-2	-1.7	2	0.2	1
OCC(C#CCN1CCCCC1)NCc1ccccc1 (stereo not drawn)
  1	-3	0.1	1.1	·	12	-0.2	-12	2.2	-2
O=C(CCc1nnc(COc2ccccc2)o1)NC1(c2ccccc2)CC1
  -2	-3	-0.4	3.1	-2	·	-1.3	·	-0.6	-7
CCCOc1ccc(C(=O)c2ccccc2C(=O)OC2CCOC2=O)cc1OCCC (stereo not drawn)
  -1	-3	1.0	6.0	2	-20	-1.7	20	-1.8	-6
COc1ccc(-c2cc3nc(CCl)[nH]c(=O)c3s2)cc1
  -3	-6	3.3	-1.4	8	-5	-3.1	5	-1.9	-11
Cc1cc(Br)ccc1SCC(=O)OCC(=O)NCc1ccco1
  -6	3	-0.2	2.5	3	-2	-0.3	2	-1.6	9
CC1CCC(NC(=O)C2CC(=O)N(c3ccc(Cl)cc3)C2)CC1 (stereo not drawn)
  -1	0	1.3	0.2	-2	·	-1.7	-22	-0.1	-10
CSc1nc(C)cc(-n2ccc(=O)[nH]c2=O)n1
  0	·	1.6	0.9	·	24	-2.6	-24	-3.5	7
Cc1cc(C)cc(N(CCC#N)C(=O)CSC2=Nc3ccccc3C3CC=NN23)c1 (stereo not drawn)
  3	-1	0.6	-0.9	-1	-17	-0.7	17	-0.6	-5
CCN(CC)c1ccc(/C=N/NC(=O)c2nnn(-c3nonc3N)c2-c2ccc(C)cc2)cc1
  -2	-8	6.4	6.8	-2	-37	-2.5	37	-0.2	8
O=C(NCCSCc1ccc(Cl)cc1)c1cccs1
  -5	4	2.8	6.3	0	4	0.0	-4	2.6	6
CC(C(=O)Nc1cccnc1)C1Sc2ccccc2NC1=O (stereo not drawn)
  2	-3	-1.2	4.8	4	-3	-2.4	3	-0.9	-13
O=C(COc1ccccc1-c1ccccc1)NCCN1C(=O)S/C(=C\c2cccnc2)C1=O
  -12	-2	3.7	1.6	-5	-24	-1.0	24	-0.8	-5
Cc1cccc(S(=O)(=O)NCCNS(=O)(=O)c2cccc(C)c2)c1
  4	·	0.5	1.1	-3	·	0.5	·	0.1	-9
Nc1ccc(S(=O)(=O)N2CCCC2)cc1Cl
  -10	2	0.4	1.4	2	15	-1.6	-15	0.7	-12
O=C(NCC(O)CO)c1ccc2[nH]c3ccccc3c2c1 (stereo not drawn)
  -2	-4	1.9	1.4	·	-6	-1.5	6	0.7	1
COC(=O)CSc1nc(-c2ccccc2)nc2ccccc12
  3	-2	1.5	3.0	·	-40	-3.2	40	0.4	1
Cc1cccc(NC(=S)NC(=O)c2ccco2)c1C
  5	-1	2.1	-2.3	3	·	-2.1	-19	0.4	41
Nc1ncnc(Nc2cc(Cl)cc(Cl)c2)c1[N+](=O)[O-]
  8	-2	4.7	0.2	-2	3	0.3	-3	-0.5	0
CCS(=O)(=O)c1nc2ccccc2n1CC(=O)N1CCOCC1
  -2	·	5.3	1.3	-1	0	0.0	0	0.6	·
Cn1c(C(=O)N(Cc2ccccc2)Cc2ccccn2)cc2sccc21
  7	·	-0.4	1.6	·	12	-0.4	-12	-1.8	-3
O=C(O)CCN1C(=O)c2ccc(NC(=O)CCc3ccccc3)cc2C1=O
  -12	-6	1.0	-2.3	-1	14	-0.3	-14	-3.0	·
COc1ccc(CN(C)CC(=O)N2CCc3ccccc3C2)cc1
  -4	-5	3.3	0.3	-2	·	0.0	·	0.1	0
O=C(Nc1ccc(S(=O)(=O)Nc2ncccn2)cc1)C1=COCCO1
  1	4	1.0	2.1	3	8	0.0	-8	0.8	7
C[C@]12c3[nH]c4ccc(Cl)cc4c3CCN1C(=O)[C@@H](CC(=O)NCc1ccco1)C[C@@H]2C(=O)N1CCOCC1
  -1	-1	-1.7	1.5	-3	-9	-1.8	9	-2.5	12
O=C(NC1CCS(=O)(=O)C1)c1ccc(S(=O)(=O)N2CCCC2)cc1 (stereo not drawn)
  -10	0	1.5	1.5	-1	7	1.3	-7	3.5	13
S=c1[nH]nc(C2CCCCC2)n1/N=C/c1cccc(Br)c1
  4	1	-1.7	-3.0	0	-4	0.4	4	-2.6	-7
Cc1noc(C)c1COc1ccc(C(=O)NNC(=O)c2ccccc2)cc1
  5	·	1.7	-4.0	-9	-39	-0.5	39	-1.4	-22
CC(C)COc1ccc(C(=O)N2C(=O)c3ccc(N)cc3C2=O)cc1
  -1	3	-0.1	1.4	2	·	-1.6	·	-3.0	6
CSCCC(NC(=O)c1ccccc1Cl)C(=O)NNC(=O)c1csc(N2CCOCC2)n1 (stereo not drawn)
  -1	-4	0.9	4.7	0	-2	-0.8	2	1.3	-7
Cc1noc(C)c1COc1ccc(C(=O)N2CCCC(C(N)=O)C2)cc1 (stereo not drawn)
  -3	·	0.9	0.2	0	9	-1.7	-9	1.7	4
N/C(=N\OC(=O)Nc1ccc(Cl)c(Cl)c1)c1ncc(C(F)(F)F)cc1Cl
  -2	-1	-2.4	4.0	·	12	-0.2	-12	-1.2	3
CC(C)Oc1ccc2nnnn2n1
  -2	130*	-1.4	0.9	·	28	·	-28	-2.4	5
Cn1c(=O)[nH]c(=O)c2c1nc(Br)n2C/C=N/NC(N)=S
  ·	·	2.4	3.5	4	·	·	·	1.9	·
Cc1ccccc1-n1nnnc1SCC(N)=O
  2	0	1.8	2.8	1	·	0.3	·	-3.0	-2
CC1(C)CNc2cc(N)ccc2S1
  -2	-4	6.2	4.5	2	-6	-1.6	6	-2.7	21
Cc1cc(CNC(=O)CC2C(=O)NCCN2Cc2ccc(-c3ccccc3)cc2)nn1C (stereo not drawn)
  0	7	-3.1	2.0	-1	·	-1.5	·	0.6	0
CC(C)NS(=O)(=O)c1ccc(NC(=O)NC2CCCCC2)cc1
  -6	-3	-2.4	3.4	1	8	-0.1	-8	-4.0	11
CCOC(=O)/C(CCC[N+](C)(CC)CC)=N\O
  -6	-2	5.8	3.0	4	16	-2.9	-16	4.1	0
N#CC(c1ccccc1O)N1N=C(c2ccccc2)CC1c1ccccc1 (stereo not drawn)
  -4	2	-1.3	-5.1	29	·	0.4	·	-0.1	29
O=C(CN1C(=O)NC2(CCCC2)C1=O)N1CCN(C(=O)c2ccco2)CC1
  -7	·	-1.0	3.9	·	13	-1.2	-13	-1.2	7
CCOC(=O)C1=C(C)N(CC)C(=S)NC1c1ccc(Cl)cc1 (stereo not drawn)
  -1	2	-1.6	4.5	-3	-11	-1.4	11	-1.3	-10
O=C(CN1C(=O)NC2(CCCC2)C1=O)N1CCN(S(=O)(=O)c2ccccc2F)CC1
  6	·	-0.4	4.0	0	4	0.0	-4	0.8	-5
COc1cc2c(cc1OC)C(c1cccc([N+](=O)[O-])c1)=NCC2
  -9	-3	2.9	-0.8	0	-13	-6.0	13	2.3	·
Nc1ccc(N=Nc2ccccc2)c(N)n1
  -5	-1	0.1	2.7	13	-6	0.5	9	0.9	94*
Nc1ccccc1SSc1ccccc1N
  -14	-5	0.1	2.1	6	11	-1.4	-11	-2.1	6
CSC1=C(C#N)C(=O)NC(c2ccccc2O)S1 (stereo not drawn)
  -9	-4	1.4	1.2	0	·	-1.1	·	-2.0	·
COc1ccc(C2(c3ccc(OC)cc3)NC(=O)N(CC(=O)NCC(C)c3ccccc3)C2=O)cc1 (stereo not drawn)
  8	-4	2.0	3.2	-2	·	-2.4	-14	1.4	-2
CC(=O)N1CCC(=NNc2ncc(C(F)(F)F)cc2Cl)CC1
  -10	-2	5.0	4.2	0	16	-1.9	-16	1.1	2
O=C(Nc1cccc(F)c1)c1cccnc1
  0	1	·	1.4	1	29	·	-29	·	1
CCc1cccc2c3c([nH]c12)C(CC)(CC(=O)O)OCC3 (stereo not drawn)
  -3	-5	-0.9	2.7	0	0	-0.1	7	0.1	1
CN(CCc1ccccc1)C(=O)c1ccc(NC(=O)Cc2cccc(NC(=O)C3CCN(C(=O)C4CCCCC4)CC3)c2)cc1
  1	-4	·	1.7	-1	-47	-1.9	47	·	-5
COc1cc(/C=N/O)ccc1OCc1ccc([N+](=O)[O-])cc1
  -5	-2	2.8	3.1	?	-28	-3.0	28	1.4	45
COc1ccc(C(=O)Nc2ccc(S(=O)(=O)N(C)c3ccccc3)cc2)cc1
  4	-6	3.8	2.3	3	-42	-1.5	42	-1.0	7
CCOc1ccc(S(=O)(=O)N2CCN(Cc3ccc4c(c3)OCO4)CC2)cc1OCC
  -4	0	3.1	-1.8	-2	9	-4.4	-9	-1.3	-9
CC(C)(C)OC(=O)N1CC=C2C(C#N)=C(N)C(C#N)(C#N)[C@H](c3cccnc3)[C@H]2C1
  -4	·	2.9	2.2	6	2	-1.1	-2	0.9	-6
CCOC(=O)c1c(C)noc1-c1ccc(Br)o1
  -5	5	0.6	2.0	0	0	0.4	0	-0.4	·
O=C(Nc1nnc(SCc2ccc(F)cc2)s1)C1CC(=O)N(Cc2ccccc2)C1 (stereo not drawn)
  13	-2	0.6	3.2	0	15	-0.9	-15	-2.2	-1
Cc1cc(OCC(=O)N2CCCCCC2)ccc1[N+](=O)[O-]
  -4	-2	1.8	2.5	19	7	-0.6	-7	-0.3	41
COc1ccccc1N1C(=S)N=C(Nc2c(C)cccc2C)C12CCCC2
  1	·	0.1	2.0	-4	11	-1.5	-11	1.0	3
